Source: PubChem (several laboratories)
Myeloid diff MLP = myeloid differentiation induction; calls only at 10 µM; 1% of 360,000 active; ER-HoxA9 myeloid progenitors, lysozyme-GFP differentiation, flow cytometry;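 active = normalized GFP-positive differentiation at or above the plate's own cutoff, the solvent-only control mean plus 3 SD; inconclusive = no clear call, values can overlap the other calls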;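 note: cells exposed to compound for four days before flow analysis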
human PMI inhibition = inhibitors of human PMI, primary screen, biochemical, fluorescence intensity, coupled assay (AID 1209) | purified PMI enzyme, coupled fluorescence intensity; higher % means a stronger effect | one-dose inhibition, % at 20 µM; IC50 in µM for titrated hits | 0.42% of 190,000 active;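 note: plate controls were DMSO vehicle for no effect and wells lacking substrate for full effect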
PhoP inhibition = inhibitors of PhoP regulon expression, primary screen, Salmonella Typhimurium, GFP reporter (AID 1863); S. Typhimurium PhoP-regulated promoter GFP reporter, 4 h; higher % means a stronger effect; one-dose inhibition, % at 50 µM; IC50 in µM for titrated hits; 0.16% of 300,000 active;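 active = inhibition over 29.93%, a cutoff 3 SD above the screen mean, later confirmed by dose response; inconclusive = inhibition over 29.93% but no dose response follow-up; inactive = inhibition at most 29.93% or unconfirmed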;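 note: 0% = low Mg2+ inducing control and 100% = high Mg2+ repressing control; strong numbers were not always called active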
XIAP displacement = small molecules displacing peptide from XIAP – biochemical, IAP family, fluorescence polarization (AID 1018); XIAP BIR domain, fluorescence polarization peptide displacement; higher % means a stronger effect; displacement, % at 20 µM, or IC50 in µM where a hit was titrated; 0.007% of 200,000 active; in the data active = displacement above about 50%; note: a part of the inactive calls stands beside numbers as strong as those of hits
RSV CPE inhibition = inhibition of RSV-induced cytopathic effect – HEp-2 cells, primary 10 µM value included (AID 2391). HEp-2 cells, RSV-induced CPE inhibition; higher % means a stronger effect. 0.13% of 310,000 active. CPE inhibition, % at 10 µM; hits with a dose series show IC50 in µM; in the data active = a potency from the dose series; inconclusive = CPE inhibition mostly from about 23% at the one dose, without a potency; inactive = the rest, 99 in 100 with CPE inhibition below about 21%; note: strong numbers were not always called active
human PMI inhibitors = MPI inhibition at elevated mannose 6-phosphate – biochemical, fluorescence intensity, high mannose 6-phosphate, primary screen (AID 1220); 0.66% of 190,000 active; recombinant PMI enzyme, coupled fluorescence intensity; higher % means a stronger effect; inhibition, % at 20 µM, or IC50 in µM where a hit was titrated
SIAH1 antagonists = Siah-1 peptide-binding antagonists, primary screen, biochemical, fluorescence polarization, rhodamine-plectin, uHTS (AID 1817); Siah-1 / rhodamine-plectin peptide fluorescence polarization; higher % means a stronger effect; displacement, % at 20 µM, or IC50 in µM where a hit was titrated; 0.02% of 290,000 active;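 active = displacement of at least 50% at 20 µM, with a fluorescence ratio check between 0.3 and a set limit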;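 note: plate controls were Siah plus tracer with DMSO for no effect and tracer alone without Siah for full effect; strong numbers were not always called active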
TNAP activators = human TNAP enzyme activators, primary screen, biochemical, luminescent, no phosphate acceptor, uHTS (AID 1001); purified TNAP, luminescent activation assay, no phosphate acceptor; higher activation fold means a stronger effect; activation fold at 20 µM; hits with a dose series show EC50 in µM; 0.03% of 200,000 active; in the data active = activation fold from about 3, or a potency from the dose series; inactive = the rest, 99 in 100 with activation fold below about 1.6; note: many of its hits are not listed in these tables
WT yeast gro inh = growth inhibition of WT yeast, mitochondrial fusion screen | inhibition, % at 10 µM | mitochondrial fusion phenotypic screen, WT strain | 2.1% of 190,000 active; in the data active = inhibition above about 58%; tested in S. cerevisiae
WT yeast gro inh mutant strain = further read-out of WT yeast gro inh, marked with its call; inhibition, %; mitochondrial fusion phenotypic screen, mutant strain inhibition
Myeloid diff MLP GFP+ MAC1+ % = recorded beside Myeloid diff MLP, whose call it bears; GFP+ MAC1+ double positive, %; measured here: differentiation confirmed by MAC1 staining
An asterisk follows results filed as active; i = inactive; ? = inconclusive; . = no result given; + = active, no number. Cut-off read from the data, not from the text of the source, unless noted: active = inhibition above about 50%; inactive = the rest.

Start of the data: the first 3 entries, to show the layout:
smiles	Myeloid diff MLP	Myeloid diff MLP GFP+ MAC1+ %	human PMI inhibition	PhoP inhibition	XIAP displacement	RSV CPE inhibition	human PMI inhibitors	SIAH1 antagonists	TNAP activators	WT yeast gro inh	WT yeast gro inh mutant strain
CCN(CC)C(=O)c1ccccc1NC(=O)c1cccc(S(=O)(=O)N(CC)CC)c1	i	0.3	8.6%	3.1%	-5.1%	1.1%	3.9%	-0.6%	1	-11.5	-11.8
CN(CCCNC(=O)C1CCC(=O)N1Cc1ccccc1Cl)c1ccccc1 (stereo unspecified)	i	1.3	0.3%	17.9%	1.6%	0.9%	7.3%	1.6%	1.1	-9.9	-17.2
CCOc1ccc(NS(=O)(=O)c2cc(NC(=O)CCC(=O)c3cccs3)ccc2Cl)cc1	i	0.1	3.1%	-2.8%	-5.0%	7.2%	7.2%	3.4%	1.1	10.0	-0.3

This part in full, from the first entry:
smiles	Myeloid diff MLP	Myeloid diff MLP GFP+ MAC1+ %	human PMI inhibition	PhoP inhibition	XIAP displacement	RSV CPE inhibition	human PMI inhibitors	SIAH1 antagonists	TNAP activators	WT yeast gro inh	WT yeast gro inh mutant strain
CCN(CC)C(=O)c1ccccc1NC(=O)c1cccc(S(=O)(=O)N(CC)CC)c1	i	0.3	8.6%	3.1%	-5.1%	1.1%	3.9%	-0.6%	1	-11.5	-11.8
CN(CCCNC(=O)C1CCC(=O)N1Cc1ccccc1Cl)c1ccccc1 (stereo unspecified)	i	1.3	0.3%	17.9%	1.6%	0.9%	7.3%	1.6%	1.1	-9.9	-17.2
CCOc1ccc(NS(=O)(=O)c2cc(NC(=O)CCC(=O)c3cccs3)ccc2Cl)cc1	i	0.1	3.1%	-2.8%	-5.0%	7.2%	7.2%	3.4%	1.1	10.0	-0.3
O=C(Nc1nc2ccccc2[nH]1)c1ccc(F)cc1	i	6.7	2.8%	0.8%	1.1%	-2.1%	6.9%	1.1%	1.1	14.3	11.0
CCOC(=O)C1(Cc2ccccc2)CCCN(C2CCN(C(C)=O)CC2)C1 (stereo unspecified)	i	0.4	1.1%	-6.1%	-2.9%	1.5%	-1.9%	-0.2%	1.1	-7.7	1.8
COCCNC(=S)c1ccc(OC)cc1	i	0.6	16.7%	-2.8%	-10.2%	2.3%	12.3%	10.1%	1.1	-6.1	3.6
CCOC(=O)c1c(N/N=C/c2ccncc2)n[nH]c1C	i	0.7	1.6%	-5.9%	-2.4%	0.6%	-0.3%	-2.7%	1.3	-7.0	-8.1
COc1cccc(CN(CC(=O)NCc2ccc(F)cc2)C(=O)c2ccco2)c1	i	6.0	.	-4.2%	.	1.5%	.	-0.4%	.	.	.
C=CCN(Cc1nc(-c2cc(OC)ccc2OC)oc1C)C1CCS(=O)(=O)C1 (stereo unspecified)	i	0.6	.	-4.2%	-0.8%	-0.8%	.	7.2%	1	-6.6	-2.7
CCOc1ccc(CCNC(=O)CCN2C(=O)COc3ccccc32)cc1OCC	i	1.7	-19.0%	-4.4%	-3.4%	0.7%	-9.2%	0.2%	1	-8.2	-1.2
O=S1(=O)CC/C(=N/Nc2ccccn2)c2cc(F)ccc21	i	0.4	.	1.9%	.	-1.0%	.	-1.1%	.	.	.
CCC(C)[C@H](N)C(=O)NC[C@H]1CC[C@H](C(=O)N[C@@H](Cc2ccccc2)C(=O)O)CC1 (stereo partly specified)	i	0.2	.	3.2%	.	1.1%	.	0.8%	.	.	.
CCOC(=O)c1cc(NC(=O)N2CCOCC2)c(C)nc1C	i	0.9	10.7%	8.8%	6.3%	2.2%	1.5%	0.2%	1.1	-2.9	-12.7
Nc1nnnn1/N=C/c1cccc(O)c1	i	1.2	3.2%	17.0%	1.9%	0.5%	5.2%	5.5%	1.1	-4.4	11.1
N#CCCn1cc(C(=O)O)c(-c2cc3ccccc3o2)n1	i	0.6	-2.3%	0.2%	-8.7%	1.6%	-0.8%	-0.6%	1.1	-12.1	-14.2
CCn1cc(C(=O)N2CCN(c3cccc(Cl)c3)CC2)c2cc(OC)c(OC)cc2c1=O	i	0.6	-4.3%	-6.5%	-1.1%	9.0%	-1.7%	-2.7%	1.1	-10.4	-9.9
O=C(CNS(=O)(=O)c1ccccc1F)Nc1ccc(N2CCOCC2)cc1	i	0.5	8.0%	19.1%	-1.4%	-0.8%	1.0%	-5.3%	1.1	-7.5	-14.3
Cc1cc(C)c(NC(=O)CCn2nnc3ccccc32)c(C)c1	i	0.2	.	-1.8%	-0.4%	0.6%	.	-1.5%	1	2.5	17.3
Cc1ccc(N2CC(C(=O)OCC(=O)Nc3ccccc3F)CC2=O)cc1 (stereo unspecified)	i	0.5	7.3%	-0.5%	-3.6%	1.7%	4.4%	10.9%	1.1	-2.3	5.6
CCOc1ccc(-n2cc(C(=O)NCCOC)c3cc(OC)c(OC)cc3c2=O)cc1	i	0.5	.	-6.9%	.	3.5%	.	2.0%	.	.	.
COc1ccc(S(=O)(=O)NNC(=O)c2cc3ccccc3o2)cc1	i	0.7	14.2%	-25.5%	-3.9%	0.8%	9.6%	0.8%	1	-3.1	21.8
COc1ccc(COC(=O)c2ccc(Cl)c(S(=O)(=O)N3CCOCC3)c2)cc1F	i	1.2	.	-3.5%	.	5.8%	.	-24.6%	.	.	.
NC(=S)N/N=C/c1coc2cc(Cl)ccc2c1=O	i	0.7	-6.9%	13.5%	-2.1%	?	-3.3%	2.1%	1.1	48.9	52.5
Cc1ccc(NC(=O)CN2C(=S)NC(C)(C)CC2C)cc1Cl (stereo unspecified)	.	.	4.0%	6.4%	-2.9%	6.8%	0.9%	-0.4%	1.3	15.6	5.3
O=C(NNC(=O)c1ccc2[nH]c(=O)c(=O)[nH]c2c1)c1cccc(Br)c1	i	3.9	.	-5.9%	.	0.6%	.	0.2%	.	.	.
CCCN(CCC)c1ccc(/C=C/c2ccc3cc(OCC)ccc3n2)cc1	+	15.8*	.	-1.3%	.	6.1%	.	-9.8%	.	.	.
O=S(=O)(NCC1CCCO1)c1ccc2ccccc2c1 (stereo unspecified)	i	1.4	-3.0%	-9.9%	-2.6%	0.3%	8.6%	-0.4%	1	32.0	29.9
N#Cc1c(NC(=O)CSc2ncnc3c2cnn3-c2ccccc2Cl)sc2c1CCCC2	i	1.3	.	-3.1%	.	1.1%	.	.	.	-3.1	-17.4
CCOC(=O)c1cnn(CCOC(=O)C(C)(C)C)c1NC(=O)C(C)(C)C	i	1.4	-5.9%	-9.9%	-2.4%	1.5%	-6.0%	1.2%	1.1	-9.7	-4.6
O=C(NC1CCCCC1)C(c1ccccc1)N1CCOCC1 (stereo unspecified)	i	0.9	-6.0%	-7.8%	-5.1%	1.8%	-7.6%	2.1%	1	50.9	-9.7
COc1ccc(S(=O)(=O)NCC2CCCN(C(=O)c3sccc3C)C2)cc1 (stereo unspecified)	i	0.5	-1.4%	-2.3%	-1.8%	1.4%	-0.4%	1.2%	1.1	-12.6	0.5
CCc1nnc(NC(=O)CSCc2cc(=O)n3ccsc3n2)s1	i	8.6	.	-20.7%	.	1.2%	.	9.0%	.	.	.
COc1ccc(/C=C(/NC(=O)c2ccccc2)C(=O)N/N=C/c2ccc3c(c2)OCO3)cc1OC	i	1.2	1.0%	-9.9%	-1.9%	.	-10.4%	-2.1%	1.1	-22.9	-3.4
CCn1cc(C=C2C(=O)c3ccccc3C2=O)c2ccccc21	i	0.3	6.0%	-9.2%	-3.6%	.	15.5%	0.5%	0.9	10.5	-7.1
CC(NC(=O)C(Cc1ccccc1)n1cccc1)c1ccccc1 (stereo unspecified)	i	0.6	.	-0.2%	.	0.1%	.	14.0%	.	.	.
CCC(CC)C(=O)Oc1c(Sc2ccccc2[N+](=O)[O-])c(C)nn1C(C)(C)C	i	0.5	11.3%	-7.1%	-0.3%	9.1%	9.8%	-0.7%	1.1	-2.4	-8.0
COc1ccc(C)cc1Nc1n[n+](-c2ccccc2)c(-c2ccc(NC(C)=O)cc2)s1	i	0.6	.	-6.8%	.	1.8%	.	8.9%	.	.	.
COc1ccc(C(O)C(CN2CCOCC2)c2ccccc2)cc1 (stereo unspecified)	i	0.3	2.4%	1.7%	-2.3%	-0.8%	0.5%	4.3%	1.1	-4.2	-8.9
CCN(c1ccccc1)S(=O)(=O)c1ccc(Cl)c(NC(=O)COC(=O)c2cccc(OC)c2O)c1	i	1.7	21.6%	-0.3%	1.0%	3.0%	15.2%	18.4%	1.2	-10.0	27.1
O=C(NCc1cccc(F)c1F)C1CCC(=O)N(C2CCCCCC2)C1 (stereo unspecified)	i	1.6	.	0.6%	.	2.7%	.	0.9%	.	.	.
O=S(=O)(Cc1ccccc1)Cc1cnc(Cl)s1	i	0.9	4.1%	-5.0%	-8.0%	-0.1%	12.4%	2.6%	1.1	-2.3	9.1
COc1cccc(Nc2nc(C)cc(C)c2C#N)c1	i	1.1	1.9%	5.4%	1.1%	1.6%	1.9%	5.0%	1.1	10.7	9.3
CN(C(=O)COc1ccc2ccc(=O)oc2c1)C1CCS(=O)(=O)C1 (stereo unspecified)	?	.	.	2.5%	.	-0.4%	.	-0.5%	.	.	.
Nc1cc(C(=O)O)c(N)c2c1C(=O)c1ccccc1C2=O	i	0.8	.	0.3%	.	4.7%	.	23.1%	.	.	.
CN(C)CCN(C(=O)CCS(=O)(=O)c1ccccc1)c1nc2c(F)cccc2s1	?	.	.	10.0%	.	1.3%	.	0.7%	.	.	.
Cc1ccsc1/C=N/NC(=O)c1nnn(-c2nonc2N)c1C(C)C	i	3.4	.	-4.1%	.	8.2%	.	3.4%	.	.	.
O=C(CCCCCn1c(=O)[nH]c2ccsc2c1=O)NCc1ccc2c(c1)OCO2	i	1.7	0.3%	-1.2%	-4.3%	2.5%	-2.3%	-0.1%	1	4.8	-6.3
NC(=O)c1cc([N+](=O)[O-])ccc1N1CCCCC1	i	0.2	-20.9%	10.1%	-10.4%	0.7%	-15.6%	2.9%	0.8	0.4	16.6
CCCCCCOC(=O)C(C#N)c1nc2ccccc2nc1N1CCCCC1 (stereo unspecified)	i	0.4	5.0%	4.5%	-5.5%	10.4%	4.0%	-4.6%	0.9	35.2	7.2
CC(C)(C)c1ccc(-c2nc3c(C#N)c(-c4ccc5c(c4)OCO5)ccn3n2)cc1	i	0.0	15.0%	-9.0%	-0.4%	4.3%	12.8%	4.6%	1.1	-1.4	9.0
O=[N+]([O-])c1cccc(/C=N\N=C2c3ccccc3-c3ccccc32)c1O	i	0.4	2.2%	16.5%	-34.0%	5.4%	-2.8%	2.0%	0.8	10.9	5.3
COc1cc(C(=O)COC(=O)c2cnc(C)cn2)ccc1OC(F)F	i	1.3	.	5.0%	.	0.2%	.	-6.4%	.	.	.
O=C(NCCCNc1ccc([N+](=O)[O-])cc1)C(F)(F)F	i	0.6	-1.8%	-4.3%	-5.7%	0.6%	-2.7%	-10.1%	1	4.5	10.8
O=C1NCCC/C1=N\Nc1ccc(Br)cc1	i	0.4	.	-0.9%	.	0.5%	.	2.0%	.	.	.
